12-LOX inh: blocks human arachidonate 12S-lipoxygenase | P18054 | purified 12hLO, xylenol orange hydroperoxide absorbance | Potency, µM (doses to about 108 µM), for inactives: top-dose activity change, negative = inhibition, actives largely listed as inhibitors | hit rate 1.1% among 580,000; active = well fitted inhibition curve with a large enough effect; inconclusive = small, poorly fitted or top-dose-only effect, or another doubt; inactive = no such curve, though single readings can be large or run the other way
Target sequence (P18054 whole entry, looked up): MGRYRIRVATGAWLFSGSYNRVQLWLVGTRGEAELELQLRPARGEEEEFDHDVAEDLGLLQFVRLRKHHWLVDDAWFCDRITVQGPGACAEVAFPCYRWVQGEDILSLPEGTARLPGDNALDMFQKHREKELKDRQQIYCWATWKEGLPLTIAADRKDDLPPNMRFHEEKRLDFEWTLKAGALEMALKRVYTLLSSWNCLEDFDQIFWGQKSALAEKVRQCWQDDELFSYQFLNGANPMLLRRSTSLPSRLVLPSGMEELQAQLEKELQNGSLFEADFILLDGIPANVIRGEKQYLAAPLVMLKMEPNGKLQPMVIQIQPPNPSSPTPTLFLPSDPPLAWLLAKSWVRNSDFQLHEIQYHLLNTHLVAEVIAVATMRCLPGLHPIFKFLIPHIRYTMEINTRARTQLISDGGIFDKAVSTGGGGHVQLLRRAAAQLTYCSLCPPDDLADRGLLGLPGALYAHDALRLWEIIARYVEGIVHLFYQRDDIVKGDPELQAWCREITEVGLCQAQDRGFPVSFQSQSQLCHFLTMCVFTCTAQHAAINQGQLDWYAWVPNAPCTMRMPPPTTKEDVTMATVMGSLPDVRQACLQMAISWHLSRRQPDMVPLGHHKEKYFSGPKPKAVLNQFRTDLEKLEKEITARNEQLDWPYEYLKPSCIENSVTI
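Hydroperoxide product was detected by ferrous iron/xylenol orange as the 573 to 405 nm absorbance ratio. Arachidonic acid at 40 uM (final) was turned over for 30 min at room temperature by 150 nM human 12hLO, pH 7.0 Hepes buffer, after 15 min compound preincubation.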
The depositor's hits bear a star; ? = inconclusive; [ ] = another dose, or the depositor's remark. % is set by controls: 0 for no effect and ±100 for the full control effect; potency is the fitted concentration of half-maximal effect. A portion of the library (hit frequency here may not be typical).

SMILES | 12-LOX inh
C[C@@H]1C(=O)O[C@H]2[C@H]1CC[C@@]1(C)Cc3sc(Nc4ccc(F)cc4)nc3[C@@H](C)[C@H]21 | 12%[176 µM]
CN(Cc1cccn1C)CC1CCCCC1 | 1%[176 µM]
O=C(CCNc1c(-c2ccccc2)nc2cnccn12)N1CCCC1 | -14%
OC[C@@H]1CN(C2CCCC2)C[C@H](n2cnc3c(N4CCCC4)ncnc32)O1 | 8%
O=C(O)C1CC2(CCN(C(=O)CN3CCCC3=O)CC2)CN1 (stereo not drawn) | 2%
COCCn1cnc2c1c(=O)n(CC(=O)OCc1cccc(F)c1)c(=O)n2Cc1ccccc1 | 60%[activator]
O=C(Cc1cccs1)NC(C(=O)Nc1ccc2c(c1)OCO2)c1ccccc1 (stereo not drawn) | ?
CCN(Cc1ccccc1)C(=O)Nc1c(Cl)cccc1Cl | 4%
CCCCN(CC(N)=O)CC(=O)NC(N)=O | ?
COCCNC(=O)C[C@@H]1C[C@H]2O[C@H](CNC(=O)Nc3cccc(Cl)c3)[C@@H](O)[C@H]2O1 | 16%[176 µM]

Three consecutive compounds out of the list so far, quoted:
SMILES | 12-LOX inh
O=C(CCNc1c(-c2ccccc2)nc2cnccn12)N1CCCC1 | -14%
OC[C@@H]1CN(C2CCCC2)C[C@H](n2cnc3c(N4CCCC4)ncnc32)O1 | 8%
O=C(O)C1CC2(CCN(C(=O)CN3CCCC3=O)CC2)CN1 (stereo not drawn) | 2%

Returning to the listing with the five entries that preceded the break.
SMILES | 12-LOX inh
COCCn1cnc2c1c(=O)n(CC(=O)OCc1cccc(F)c1)c(=O)n2Cc1ccccc1 | 60%[activator]
O=C(Cc1cccs1)NC(C(=O)Nc1ccc2c(c1)OCO2)c1ccccc1 (stereo not drawn) | ?
CCN(Cc1ccccc1)C(=O)Nc1c(Cl)cccc1Cl | 4%
CCCCN(CC(N)=O)CC(=O)NC(N)=O | ?
COCCNC(=O)C[C@@H]1C[C@H]2O[C@H](CNC(=O)Nc3cccc(Cl)c3)[C@@H](O)[C@H]2O1 | 16%[176 µM]
CCc1ccccc1NC(=O)Cn1c(N(C)Cc2ccccc2)nc(C)cc1=O | -1%
CC1CCN(Cc2nnnn2CC(=O)N(Cc2ccncc2)CC2CCCO2)CC1 (stereo not drawn) | -25%
O=C(Cn1cccn1)N1CCOc2c(cc(-c3ncc(C(F)(F)F)cc3Cl)cc2OCC2CCCO2)C1 (stereo not drawn) | 5%
CCOc1cc(Br)c(C2C(C#N)=C(N)Oc3c2ccc2ccccc32)cc1OC (stereo not drawn) | ?
O=C(Nc1ccc(F)cc1)Nc1nnc([C@@H]2C[C@H](O)[C@@H](CO)O2)s1 | 1%
CC1(Cc2ccc(F)cc2)C(=O)Nc2c(Cl)ccc(Cl)c21 (stereo not drawn) | -54%
O=C(NC(c1ccccc1)c1ccccc1)c1cc(=O)c2ccccc2o1 | 12%
Cc1nc(CN(C)C(=O)c2cc(Cn3c(C)nc4ccccc43)on2)cs1 | 20%
CC(=O)NCC(=O)N1CCCn2cc(-c3ccc4c(c3)OCO4)nc21 | 47%[activator]
CC1=C[C@@H](CNCc2ccccc2F)[C@H](C(C)C)C[C@H]1Cc1nc2c(C)cccc2[nH]1 | ?
COc1ccccc1-c1[nH]nc2ncc(-c3cccnc3OC)nc12 | 0%[176 µM]
CC1(C)CC(NC(=S)Nc2cc(F)cc(F)c2)CC(C)(C)N1 | 0%
Cc1ccc(Cn2c(C)c(C(=O)NCc3cccc(C(F)(F)F)c3)sc2=O)cc1 | -25%
CC(C)C(=O)/C(C#N)=C\c1cc2ccccc2nc1N1CCOCC1 | ?
CCC(=O)N1CCC2(CC1)CC(N1CCOCC1)CCO2 (stereo not drawn) | 12%
CCN(CC)C(=O)C1=C(C)N(Cc2ccccc2)C(=O)C(CC(=O)NCCCN(C)C)C1 (stereo not drawn) | 0%
CCOc1ccc2nc(SCc3nc(-c4ccc(Cl)cc4)no3)[nH]c2c1 | 4%
Cc1cccc(C(=O)OCc2cc(=O)n3c(C)csc3n2)c1 | -28%
O=C(NCc1ccccc1)c1cc(C2CCCN(S(=O)(=O)c3cccc4cccnc34)C2)on1 (stereo not drawn) | -8%
O=C1CCCC2=C1C(c1ccc(OCc3ccccc3)cc1)c1c([nH]n(-c3ccccc3)c1=O)N2 (stereo not drawn) | ?
O=C1Nc2ccccc2OCC12CCN(Cc1cccnc1)CC2 | 22%[176 µM]
Cc1cccc(C(=O)Nc2ccccc2C(=O)NCc2ccccc2)n1 | ?
CCCCCCc1ccc(-c2ccc(C(=O)OCC)cc2)nc1 | 28%
CN1CC(=O)N(C2CCCNCC2)Cc2c1ncnc2N1CCCCCC1 (stereo not drawn) | -11%[6.33 µM]
CC(C)Nc1ncnc2c1ncn2[C@H]1CN(CCN2CCOCC2)C[C@@H](CO)O1 | -25%
COc1ccc2c(C)c(CC(=O)Nc3cccc(Cl)c3)c(=O)oc2c1 | 5%
COCCNC(=O)c1ccc(CC2CCNCC2)cc1 | 63%[activator]
COc1ccc(CNC(=O)C2CN(S(=O)(=O)C3CC3)CC23CCCCC3)c(OC)c1 (stereo not drawn) | 3%
CC(C)C[C@H]1CN([C@@H](Cc2ccc(O)cc2)CN2CCC[C@@H]2CN2C(=S)NC[C@@H]2Cc2ccccc2)C(=S)N1CC1CCCCCC1 | ?
O=C(COC(=O)COc1ccc(Cl)cc1)Nc1cccnc1Cl | 12%
CCn1nccc1C(=O)N[C@@H]1CN(Cc2ccccc2)C[C@H]1CN(C)C | 5%
COc1ccc(OC)c(N2CC(C(=O)O)CC2=O)c1 (stereo not drawn) | 0%
Cc1ccc(S(=O)(=O)N2CCN(c3ccc(NCc4ccccc4)nn3)CC2)cc1C | -2%
Cc1ccc(CCC(=O)O)c(C)c1 | 13%
CCc1c(C)nc2n(c1=O)CN(CCCN(C)C)CN2c1ccccc1OC | -10%
CC(C)c1cc(C(=O)NCc2nnnn2-c2ccccc2)nc2ncnn12 | 20%
OCc1ccc(-c2cccc3nccn23)cc1 | -4%
O=C(NC1CCCN(c2cc(-c3ccc(Cl)cc3)[nH]n2)C1)c1ccccc1F (stereo not drawn) | 10%
Cc1noc(C)c1-c1cccc(CCOc2cnc3c(ccn3CC(=O)O)c2)c1 | ?
CCOc1cccc(C(=O)Nc2scc(-c3ccccc3Cl)c2C(=O)OC)c1 | 19%
O=C(NC[C@H]1O[C@@H](CO)[C@@H](O)[C@H]1N1CCN(c2ccc(F)cc2)CC1)c1ccccc1 | -1%
Cc1nc2c(c(-c3ccc(O)cc3)n1)CN(C(=O)c1ccccc1F)CC2 | 43%[activator]
COc1ccccc1N1CCN(C(=O)CN2c3ccccc3S(=O)(=O)c3ccccc32)CC1 | -22%
O=C(Cn1cc(COc2ccc(-n3cccc3)cc2)nn1)NS(=O)(=O)c1ccccc1C(F)(F)F | ?
CC(C)CC1C(=O)N(Cc2cn(CCC3OCCCO3)nn2)CCS(=O)(=O)N1Cc1ccc(-c2ccc(F)cc2)cc1 (stereo not drawn) | 1%
Cc1ccc(Nc2nc(C(=O)OCC(=O)c3ccc(C)cc3)cs2)cc1 | ?
COCCNC(=O)C1CCCN(C(=O)Cc2cccc3ccccc23)CC1 (stereo not drawn) | 2%
NC(=O)c1ccc(N2CCN(Cc3c(Cl)cncc3Cl)CC2)nc1 | 46%[activator]
Cc1ccccc1Cn1cnc(NS(=O)(=O)c2c(C)n[nH]c2C)n1 | -11%
O=C1CC(c2ccccc2)N(C(=O)CNS(=O)(=O)c2cccnc2)CCCCCCN1 (stereo not drawn) | 24%

Molecules shown so far containing an NH in an aromatic ring:
SMILES | 12-LOX inh
CC1=C[C@@H](CNCc2ccccc2F)[C@H](C(C)C)C[C@H]1Cc1nc2c(C)cccc2[nH]1 | ?
COc1ccccc1-c1[nH]nc2ncc(-c3cccnc3OC)nc12 | 0%[176 µM]
CCOc1ccc2nc(SCc3nc(-c4ccc(Cl)cc4)no3)[nH]c2c1 | 4%
O=C1CCCC2=C1C(c1ccc(OCc3ccccc3)cc1)c1c([nH]n(-c3ccccc3)c1=O)N2 (stereo not drawn) | ?
O=C(NC1CCCN(c2cc(-c3ccc(Cl)cc3)[nH]n2)C1)c1ccccc1F (stereo not drawn) | 10%
Cc1ccccc1Cn1cnc(NS(=O)(=O)c2c(C)n[nH]c2C)n1 | -11%

The list continues.
SMILES | 12-LOX inh
CSc1nn(CCC#N)c(=O)[nH]c1=O | -3%
Cc1nc(N2CCC(NC(=O)Cc3ccccc3Cl)CC2)cc(C(F)(F)F)n1 | ?
CN(C)CCNc1oc(-c2ccc(S(=O)(=O)N3CCCC3)cc2)nc1C#N | 12%
COc1ccc(NC(=O)C2(C)Cc3c(-c4ccc(N(C)C)cc4)ccnc3O2)cc1 (stereo not drawn) | 12%
COC(=O)NNC(=S)Nc1cccc(C)c1 | 1%
COc1cc(OC2CCN(C)CC2)ccc1Nc1ncc2c(n1)n(C1CCCC1)c(=O)n2C | ?
CCCC(=O)Nc1oc2c(C)cccc2c(=O)c1-c1cc(OC)c(OC)c(OC)c1 | 14%
CC(C)(C)NC(=O)C(c1ccccc1F)n1c(=O)c(-c2ccccc2)nc2ccccc21 (stereo not drawn) | 1%
Cc1ccccc1CCC1CCCN(C(=O)c2ccccc2-c2nn[nH]n2)C1 (stereo not drawn) | 5%
COc1ccccc1N1CCN(c2nc(CNC(=O)C3CC34CCCC4)nc3ccccc23)CC1 (stereo not drawn) | ?
O=C(/C=C/[C@H]1O[C@@H](n2ccc(=O)[nH]c2=O)[C@H](O)[C@@H]1O)N1CCN(CCc2ccccc2)CC1 | 0%
CCCNC(=O)C1CCc2ncc(-c3ccc(OC)cc3)n2C1 (stereo not drawn) | 7%
CCc1noc(C)c1C(=O)NCCN1Cc2cc(OC)ccc2OC(CC)C1 (stereo not drawn) | -5%
COc1cccc(N2CC(C(=O)N3CCC(C(=O)NCC4CC4)C3)NC2=O)c1 (stereo not drawn) | 26%
CC1(C(=O)NS(=O)(=O)c2cccc(F)c2)CCN1C(=O)c1cccc(F)c1 (stereo not drawn) | -6%
COc1ccc(CC(N)c2csc(NC(=O)c3ccccc3)n2)cc1 (stereo not drawn) | -15%
C=CCN1C(=O)[C@@H]2C[C@@H](NC(=O)c3ccncc3)CCN2C1=O | -14%[176 µM]
O=C(CN1Cc2nc(-c3cc4ccccc4o3)ccc2OCC1=O)N1CCCC1 | 4%[176 µM]
CC(=O)c1c(C)[nH]c(C(=O)C(C)Oc2ccc(Cl)cc2Br)c1C (stereo not drawn) | ?
COc1ccc(OC)c(CN2CCC3(CCC(CNC(=O)c4ccco4)O3)CC2)c1 (stereo not drawn) | 7%
CN(Cc1ccccc1)Cc1cc(C[C@@H]2C[C@H](NC(=O)C3CC3)C2(C)C)no1 | ?
CC1=C(C(=O)N2CCCCCC2)CC(CC(=O)NCCc2ccccn2)C(=O)N1Cc1ccc(C(C)(C)C)cc1 (stereo not drawn) | 0%
O=C(c1ccc(N2CCCOCC2)nc1)N1CCC(Oc2cccnc2)CC1 | 52%[activator]
Cc1cc(C(=O)N2CCCCCCNC(=O)CC2)nn1C | 13%
O=c1c2c(CO)c(-c3ccccc3)nn2ccn1Cc1ccccc1 | 62%[activator]
CN(C1CCCCC1)S(=O)(=O)C1CCS(=O)(=O)C1 (stereo not drawn) | 37%[activator]
COc1ccc(-c2cc3ncc(C(=O)c4cc(Cl)ccc4O)cn3n2)cc1 | -6%
Fc1ccccc1CN1CCNc2cnc(Nc3ccccc3)cc2C1 | ?
CO[C@H]1C(=O)N(C2CCNCC2)[C@H]1c1ccncc1 | 10%
CCOC(=O)N1CCN(C(=O)C[C@@H]2C[C@@]3(C(=O)OC)CC(C)(C)CC=C3N(Cc3ccc4c(c3)OCO4)C2=O)CC1 | 1%
Cc1oc(-c2ccccc2)nc1CC(=O)NC1CCCCC1 | 10%
CCOc1ccc2c(n1)CCN(C(=O)c1nn(C)c3ccccc13)C2 | 48%[activator]
C/C(=N\NC(=O)c1cccc(C)c1)c1ccc(C)s1 | 54%[activator]
C[C@@H](NC(=O)NC(C)(C)C)c1onc(-c2ccc(Cl)cc2)c1C(=O)O | 6%[176 µM]
COC(=O)c1ccc2nc(-c3ccco3)c(Cc3ccccc3OC)n2c1 | ?
CC(C)(CO)NC(=O)C12CC3CC(CC(C3)C1)C2 | -1%
O=C(NC1CCCc2ccccc21)c1cc(-c2cccc(Br)c2)nc2ccccc12 (stereo not drawn) | -15%
CC(=O)c1ccc(C(=O)N(CCc2ccccc2)Cc2ccc(C)s2)s1 | ?
COc1ccc(NC(=O)C2Cc3c(-c4cccc(C(N)=O)c4)ccnc3O2)cc1 (stereo not drawn) | -13%
CN1CCN(CCC2(c3ccccc3)CCOC(C)(C)C2)CC1 (stereo not drawn) | ?
CCC(C)NC(=O)N1CC(Oc2ccc(-c3nc(C)no3)cc2)C1 (stereo not drawn) | 20%
CC(C)CN1C(=O)c2cccn2CC1C(=O)NCCN1CCCC1 (stereo not drawn) | 57%[activator]
COC(=O)C1(C(=O)OC)c2cc3c(cc2CN(S(=O)(=O)c2ccc(C)cc2)C1CC(C)=O)OCO3 (stereo not drawn) | 11%
CNc1ncc(C(=O)N2CCCC(CC=C(C)C)(C(=O)O)C2)cn1 (stereo not drawn) | 37%[activator]
NC(N)=NCc1ccc(F)cc1 | ?
CCN(Cc1cccs1)CC1CCCO1 (stereo not drawn) | -52%
